TLR9-MyD88 block – blocks human TLR9 binding to MyD88; Q9NR96+Q99836; CHO BLA complementation TLR9-MyD88, CCF4 FRET ratio; inhibition, % at 4.98 µM; actives 0.21% (n = 340,000);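 active means inhibition above the mean over all tested compounds plus 3 SD, cut at about 21% in these data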;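 further: 0% = DMSO only wells and 100% = clavulanate BLA inhibitor control wells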
HTR2A ag – agonists of mouse serotonin 5-HT2A receptor (HTR2A). P35363. CHO-K1 mHTR2A beta-arrestin complementation, luminescence; percent of 30 µM serotonin response. activation, % at 7.6 µM. actives 0.66% (n = 360,000). AID 624169;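 active means activation above a run cutoff, the mean activation of all tested compounds plus 3 SD, cut at about 14% in these data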;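 further: 0% = plate median of compound wells and 100% = 30 µM serotonin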
MC4R barr agon – agonists of human melanocortin 4 receptor (MC4R) beta-arrestin; U2OS MC4R beta-arrestin complementation, luminescence; percent of melanotan II response, DMSO zero; actives 0.98% (n = 360,000); P32245; activation, % at 8.9 µM;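 active means activation above a per-plate cutoff, the mean activation of sample wells on that plate plus 3 SD, cut at about 8% in these data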
NOD2 RIPK2 PPI – blocks binding of human NOD2 to RIPK2; O43353; CHO BLA complementation NOD2-RIPK2, CCF4 ratio; inhibition, % at 4.98 µM; actives 0.38% (n = 360,000); in the data active means inhibition above about 21%;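 further: 0% = vehicle only and 100% = reference blocker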
ABCB6 inh 2 – inhibitors of human ABC transporter ABCB6; K562-ABCB6 porphyrin accumulation, flow cytometry, 1 h; hits give low values; fluorescence ratio to DMSO, % at 10 µM; actives 0.19% (n = 360,000); AID 602162;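 active means fluorescence ratio to DMSO below 75%, the collection mean minus 3 SD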;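 further: signal is porphyrin accumulated inside mitochondria; 100% equals median channel fluorescence of DMSO control wells; lower ratio means ABCB6 inhibition with less porphyrin fluorescence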
ABHD5-PLIN5 inh – ABHD5-PLIN5 protein interaction inhibition; Q00G26+Q8WTS1; Split G. princeps luciferase complementation, luminescence, 4 h; inhibition, % at 4 µM; actives 0.78% (n = 360,000); AID 602281;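 active means inhibition above the mean inhibition across every tested compound plus 3 SD, cut at about 22% in these data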;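 further: 0% = DMSO only wells and the 100% control is not disclosed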
H9c2 protect – protects H9c2 cardiomyocytes from peroxide injury; H2O2 injury protection, ATPLite, 2 h; protection from H2O2 cell death, % at 20 µM; actives 0.63% (n = 360,000); AID 588492;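 active means compounds giving at least 50% protection of heart cells from peroxide-induced death in the single-dose screen, raw or plate-pattern-corrected value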;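 further: 0% = DMSO wells with peroxide and 100% = DMSO wells without peroxide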
MC4R antag cAMP – antagonists of human melanocortin 4 receptor (MC4R) | AID 540295 | MC4R-expressing cells, MTII-stimulated cAMP, LANCE TR-FRET | inhibition, % at 6.5 µM | actives 0.48% (n = 360,000) | P32245;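 active means inhibition above its plate's cutoff, the mean of tested wells on that plate plus 3 SD, cut at about 29% in these data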;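 further: 0% = Melanotan II alone and 100% = Melanotan II plus saturating MCL0020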
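Assay system: U2OS cells stably expressing human melanocortin 4 receptor (MC4R) / Dosing: 6.5 µM / Timing: compound 30 min, challenge 1 h, detection 1 h / Measured by: Eu-cAMP/anti-cAMP TR-FRET, emission 671 nm / Replicates: singlicate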
N-glyco inh – N-linked glycosylation inhibition; D54 ERlucT glycosylation luciferase reporter, 24 h; percent of 100 nM tunicamycin response; reporter increase, % at 12.5 µM; actives 0.23% (n = 360,000);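 active means mean luciferase reporter signal, scaled so untreated is 0 and the glycosylation-blocking control 100, at or above a set limit in every replicate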;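 further: luciferase carries N-glycosylation sites so blocking glycosylation raises the light; 0% = median of neutral control wells and 100% = median of 100 nM tunicamycin wells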
NCOA2 inhibitor – inhibits human steroid receptor coactivator 2; inhibition, % at 9 µM; actives 0.17% (n = 370,000); AID 651957; Q15596; HEK293 GAL4-SRC2 luciferase reporter, luminescence;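 active means inhibition above the mean inhibition of all tested compounds plus 3 SD, set per campaign, cut at about 52% in these data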;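 further: 0% = DMSO treated cells and 100% = cells given Gossypol at 36 µM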
Target sequence (Q15596 whole entry, looked up, the tested form may be a part): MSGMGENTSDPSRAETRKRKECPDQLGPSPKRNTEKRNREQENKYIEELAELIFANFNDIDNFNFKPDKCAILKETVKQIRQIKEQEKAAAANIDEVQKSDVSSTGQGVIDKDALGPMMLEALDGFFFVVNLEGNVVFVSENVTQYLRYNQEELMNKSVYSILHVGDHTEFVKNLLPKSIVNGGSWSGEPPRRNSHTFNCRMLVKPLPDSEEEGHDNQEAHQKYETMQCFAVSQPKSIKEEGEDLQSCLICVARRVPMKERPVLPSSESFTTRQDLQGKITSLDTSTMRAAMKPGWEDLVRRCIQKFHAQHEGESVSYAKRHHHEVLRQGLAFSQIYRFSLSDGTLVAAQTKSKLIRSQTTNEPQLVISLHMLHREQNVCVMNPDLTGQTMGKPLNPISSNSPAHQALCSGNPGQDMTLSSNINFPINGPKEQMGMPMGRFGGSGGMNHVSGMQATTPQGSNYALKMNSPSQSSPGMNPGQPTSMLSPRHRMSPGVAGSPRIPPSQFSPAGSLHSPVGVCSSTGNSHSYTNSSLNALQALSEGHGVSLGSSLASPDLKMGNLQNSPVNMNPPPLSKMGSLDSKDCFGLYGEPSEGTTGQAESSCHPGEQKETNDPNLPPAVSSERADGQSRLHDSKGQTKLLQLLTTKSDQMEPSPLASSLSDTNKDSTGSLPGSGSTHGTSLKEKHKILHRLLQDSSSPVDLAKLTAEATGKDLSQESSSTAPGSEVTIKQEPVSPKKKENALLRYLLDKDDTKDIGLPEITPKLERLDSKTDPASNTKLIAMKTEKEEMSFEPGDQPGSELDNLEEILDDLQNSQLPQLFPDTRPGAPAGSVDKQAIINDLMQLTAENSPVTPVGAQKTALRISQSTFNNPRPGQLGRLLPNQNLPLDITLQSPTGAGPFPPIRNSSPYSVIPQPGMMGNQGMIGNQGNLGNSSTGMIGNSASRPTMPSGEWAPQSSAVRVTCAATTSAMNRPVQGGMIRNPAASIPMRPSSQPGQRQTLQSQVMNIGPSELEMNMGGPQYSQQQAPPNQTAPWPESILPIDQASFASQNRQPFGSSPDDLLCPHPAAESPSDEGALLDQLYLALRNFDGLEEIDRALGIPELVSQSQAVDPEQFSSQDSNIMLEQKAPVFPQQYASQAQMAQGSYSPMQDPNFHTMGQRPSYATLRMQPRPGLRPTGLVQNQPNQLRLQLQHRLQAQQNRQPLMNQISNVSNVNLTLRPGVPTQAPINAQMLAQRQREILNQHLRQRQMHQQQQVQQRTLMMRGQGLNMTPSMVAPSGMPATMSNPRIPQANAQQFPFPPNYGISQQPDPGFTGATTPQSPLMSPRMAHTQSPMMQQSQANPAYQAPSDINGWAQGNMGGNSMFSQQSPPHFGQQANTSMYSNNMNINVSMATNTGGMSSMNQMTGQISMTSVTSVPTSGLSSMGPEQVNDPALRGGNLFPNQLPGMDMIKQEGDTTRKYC
An asterisk follows results filed as active. A portion of the library; rates above refer to the full screens.

Start of the data: the first 2 records, to show the layout:
`COc1ccc(OC)c(Nc2nc(N)c([N+](=O)[O-])c(NCc3ccccc3)n2)c1` gave HTR2A ag 3.1, MC4R barr agon 1.9, NOD2 RIPK2 PPI 0.1, ABCB6 inh 2 97.0, ABHD5-PLIN5 inh 3.4, H9c2 protect -9.4, MC4R antag cAMP 0.6, N-glyco inh -4.5 and NCOA2 inhibitor 8.9.
Cc1ccc(CN2CC(C(=O)NCCCn3nc(C)cc3C)CC2=O)cc1 (configuration not stated) was read as TLR9-MyD88 block -7.0, HTR2A ag 6.3, MC4R barr agon -1.7, NOD2 RIPK2 PPI 2.5, ABCB6 inh 2 103.0, ABHD5-PLIN5 inh -3.6, H9c2 protect 1.4, MC4R antag cAMP 21.5, N-glyco inh 3.3 and NCOA2 inhibitor 9.6.

The list itself (from the top)
`COc1ccc(OC)c(Nc2nc(N)c([N+](=O)[O-])c(NCc3ccccc3)n2)c1` gave HTR2A ag 3.1, MC4R barr agon 1.9, NOD2 RIPK2 PPI 0.1, ABCB6 inh 2 97.0, ABHD5-PLIN5 inh 3.4, H9c2 protect -9.4, MC4R antag cAMP 0.6, N-glyco inh -4.5 and NCOA2 inhibitor 8.9.
Cc1ccc(CN2CC(C(=O)NCCCn3nc(C)cc3C)CC2=O)cc1 (configuration not stated) was read as TLR9-MyD88 block -7.0, HTR2A ag 6.3, MC4R barr agon -1.7, NOD2 RIPK2 PPI 2.5, ABCB6 inh 2 103.0, ABHD5-PLIN5 inh -3.6, H9c2 protect 1.4, MC4R antag cAMP 21.5, N-glyco inh 3.3 and NCOA2 inhibitor 9.6.
For Fc1ccc(C2=NN(c3ccccc3)C(c3ccco3)C2)cc1 (configuration not stated) the results were TLR9-MyD88 block -5.6, HTR2A ag -4.6, MC4R barr agon -0.3, NOD2 RIPK2 PPI -1.9, ABCB6 inh 2 99.0, ABHD5-PLIN5 inh -13.3, H9c2 protect -22.6, MC4R antag cAMP 5.7, N-glyco inh -0.2 and NCOA2 inhibitor -4.2.
Screening COc1ccc(C(=O)NN2C(=O)C3C4C=CC(O4)C3C2=O)cc1 (configuration not stated) returned TLR9-MyD88 block 18.2, HTR2A ag -3.1, MC4R barr agon -1.5, NOD2 RIPK2 PPI -8.5, ABCB6 inh 2 92.0, ABHD5-PLIN5 inh 8.3, H9c2 protect 10.0, MC4R antag cAMP 3.9, N-glyco inh 0.3 and NCOA2 inhibitor -6.6.
CCc1nc2ccc(C(=O)N(CC)CCN(C)C)cn2c1N(CC)CCOC was read as HTR2A ag -4.6, MC4R barr agon 1.7, NOD2 RIPK2 PPI -2.4, ABCB6 inh 2 100.0, ABHD5-PLIN5 inh -9.0, H9c2 protect 1.5, MC4R antag cAMP 13.7, N-glyco inh 1.0 and NCOA2 inhibitor 14.3.
Screening Cc1c(C(=O)O)sc2nc(/C=C/c3ccccc3OC(F)F)[nH]c(=O)c12 returned TLR9-MyD88 block -5.6, HTR2A ag -2.6, MC4R barr agon -2.9, NOD2 RIPK2 PPI -3.8, ABCB6 inh 2 92.0, ABHD5-PLIN5 inh 4.4, H9c2 protect 1.3, MC4R antag cAMP -4.3, N-glyco inh -1.5 and NCOA2 inhibitor 8.1.
Screening CCOC(=O)C1CCN(C(=O)CC(C)S(=O)(=O)c2ccc3c(c2)NC(=O)CO3)CC1 (configuration not stated) returned TLR9-MyD88 block 2.4, HTR2A ag -2.6, MC4R barr agon -2.7, NOD2 RIPK2 PPI -1.3, ABCB6 inh 2 102.0, ABHD5-PLIN5 inh 0.4, H9c2 protect 0.7, MC4R antag cAMP 1.9, N-glyco inh -2.0 and NCOA2 inhibitor -27.8.
For CS(=O)(=O)N(CC(=O)N1CCN(c2ccccc2)CC1)c1ccccc1Cl the results were TLR9-MyD88 block 4.4, HTR2A ag -6.3, MC4R barr agon -2.8, NOD2 RIPK2 PPI -2.7, ABCB6 inh 2 95.0, ABHD5-PLIN5 inh 0.9, H9c2 protect 18.5, MC4R antag cAMP 3.5, N-glyco inh -0.1 and NCOA2 inhibitor -0.4.
`CC(C)N1CCN(CC2COc3ccccc3O2)CC1` (configuration not stated) gave TLR9-MyD88 block 3.8, HTR2A ag -6.3, MC4R barr agon 0.2, NOD2 RIPK2 PPI 1.5, ABCB6 inh 2 102.0, ABHD5-PLIN5 inh 2.8, H9c2 protect -2.3, MC4R antag cAMP 11.2, N-glyco inh -0.2 and NCOA2 inhibitor -10.8.
Screening O=C(Nc1ccc(S(=O)(=O)Nc2nccs2)cc1)c1cc(=O)[nH]c2ccccc12 returned TLR9-MyD88 block 6.0, HTR2A ag 7.5, MC4R barr agon -2.0, NOD2 RIPK2 PPI -14.6, ABCB6 inh 2 93.0, ABHD5-PLIN5 inh -0.5, H9c2 protect 0.3, MC4R antag cAMP -2.0, N-glyco inh 0.5 and NCOA2 inhibitor 2.0.
`CC(C)C(NC(=O)C12CC3CC(CC(C3)C1)C2)C(=O)N/N=C/C1=C(N2CCOCC2)C(=C\c2cccc([N+](=O)[O-])c2)/CC1` (configuration not stated) gave TLR9-MyD88 block 7.7, HTR2A ag 0.8, MC4R barr agon -0.3, NOD2 RIPK2 PPI -4.4, ABCB6 inh 2 103.0, ABHD5-PLIN5 inh -2.9, H9c2 protect -3.6, MC4R antag cAMP 0.3, N-glyco inh -3.9 and NCOA2 inhibitor 2.5.
For CCOC(=O)c1nnn(-c2ccccc2)c1C the results were TLR9-MyD88 block 11.7, HTR2A ag -1.1, MC4R barr agon -0.5, NOD2 RIPK2 PPI -8.9, ABCB6 inh 2 99.0, ABHD5-PLIN5 inh -1.1, H9c2 protect -5.8, MC4R antag cAMP 2.6, N-glyco inh 0.3 and NCOA2 inhibitor -12.3.
CC1=CC(C)(C)Nc2ccc(OC(=O)CN3C(=O)C4CCCCC4C3=O)cc21 (configuration not stated) was read as TLR9-MyD88 block -4.7, HTR2A ag -3.9, MC4R barr agon -1.3, NOD2 RIPK2 PPI 1.7, ABCB6 inh 2 95.0, ABHD5-PLIN5 inh 75.0*, H9c2 protect -13.7, MC4R antag cAMP 7.2, N-glyco inh 0.8 and NCOA2 inhibitor 52.7*.
COCCn1c(=O)[nH]c2cc(C(=O)Nc3cccc(F)c3)ccc2c1=O was read as TLR9-MyD88 block 4.9, HTR2A ag 5.8, MC4R barr agon -0.4, NOD2 RIPK2 PPI 8.6, ABCB6 inh 2 96.0, ABHD5-PLIN5 inh 8.1, H9c2 protect -6.1, MC4R antag cAMP 1.6, N-glyco inh 1.8 and NCOA2 inhibitor -20.2.
Screening CC(C)(C)NC(=O)NC(=O)CN1CCCCCCC1 returned TLR9-MyD88 block -4.0, HTR2A ag 2.2, MC4R barr agon -0.7, NOD2 RIPK2 PPI -1.9, ABCB6 inh 2 94.0, ABHD5-PLIN5 inh 1.1, H9c2 protect 3.8, MC4R antag cAMP -1.4, N-glyco inh 1.4 and NCOA2 inhibitor -2.1.
Cc1cc(Cl)ccc1OCC(=O)NNC(=O)C1CSC2(C)CCC(=O)N12 (configuration not stated) was read as TLR9-MyD88 block 4.2, HTR2A ag -0.7, MC4R barr agon -2.4, NOD2 RIPK2 PPI 3.3, ABCB6 inh 2 95.0, ABHD5-PLIN5 inh 0.0, H9c2 protect 4.0, MC4R antag cAMP -1.9, N-glyco inh 2.2 and NCOA2 inhibitor -2.3.
`CC(C)c1nnc(NC(=O)CC(C)c2ccccc2)s1` (configuration not stated) gave TLR9-MyD88 block -13.0, HTR2A ag -2.7, MC4R barr agon -0.3, NOD2 RIPK2 PPI -6.5, ABCB6 inh 2 96.0, ABHD5-PLIN5 inh -5.8, H9c2 protect -5.3, MC4R antag cAMP 12.4, N-glyco inh 0.0 and NCOA2 inhibitor -13.5.
`Cc1ccc(S(=O)(=O)Nc2ccccc2CNc2cccc(C)n2)cc1` gave TLR9-MyD88 block -10.0, HTR2A ag -5.5, MC4R barr agon -2.3, NOD2 RIPK2 PPI -4.8, ABCB6 inh 2 100.0, ABHD5-PLIN5 inh -5.4, H9c2 protect -6.8, MC4R antag cAMP 4.3, N-glyco inh -3.8 and NCOA2 inhibitor 9.6.
For COc1ccccc1C(=O)NC(C(=O)NCCc1nc2ccccc2[nH]1)=C(C)C the results were TLR9-MyD88 block -11.9, HTR2A ag 1.3, MC4R barr agon -0.9, NOD2 RIPK2 PPI -4.0, ABCB6 inh 2 98.0, ABHD5-PLIN5 inh -8.8, H9c2 protect 7.8, MC4R antag cAMP 3.8, N-glyco inh 1.8 and NCOA2 inhibitor -13.7.
Screening COc1ccc(-n2c(SCC(=O)Nc3ccccc3OC)nc(O)cc2=O)cc1 returned TLR9-MyD88 block 0.2, HTR2A ag 9.1, MC4R barr agon 1.7, NOD2 RIPK2 PPI 4.6, ABCB6 inh 2 97.0, ABHD5-PLIN5 inh 1.5, H9c2 protect 2.0, MC4R antag cAMP -7.7, N-glyco inh -1.9 and NCOA2 inhibitor -5.3.
`O=C1NCC(=O)N2C(c3ccccc3)c3[nH]c4ccccc4c3C[C@@H]12` (some centres not stated) gave TLR9-MyD88 block -4.9, HTR2A ag -7.5, MC4R barr agon -2.0, NOD2 RIPK2 PPI -20.4, ABCB6 inh 2 99.0, ABHD5-PLIN5 inh -9.1, H9c2 protect 3.0, MC4R antag cAMP 0.5, N-glyco inh 2.8 and NCOA2 inhibitor -17.4.
`O=C(CCn1c(=O)oc2ccccc21)Nc1ccon1` gave TLR9-MyD88 block 3.0, HTR2A ag 3.8, MC4R barr agon -0.6, NOD2 RIPK2 PPI -9.3, ABCB6 inh 2 99.0, ABHD5-PLIN5 inh 2.0, H9c2 protect 7.4, MC4R antag cAMP -0.9, N-glyco inh 1.4 and NCOA2 inhibitor -7.9.
`O=C(Cc1cccs1)Nc1ccon1` gave TLR9-MyD88 block 14.1, HTR2A ag 1.5, MC4R barr agon -0.2, NOD2 RIPK2 PPI -5.5, ABCB6 inh 2 102.0, ABHD5-PLIN5 inh 4.1, H9c2 protect 3.0, MC4R antag cAMP 3.6, N-glyco inh 0.3 and NCOA2 inhibitor -6.5.
`CCOc1ccc(CNC(=O)c2cc3oc4ccccc4c3n2C)cc1` gave TLR9-MyD88 block -3.0, HTR2A ag -1.3, MC4R barr agon 4.2, NOD2 RIPK2 PPI -1.4, ABCB6 inh 2 88.0, ABHD5-PLIN5 inh -5.4, H9c2 protect -6.7, MC4R antag cAMP -1.7, N-glyco inh -10.7 and NCOA2 inhibitor -23.5.
Screening O=[N+]([O-])c1ccc(N(CC(O)CN2CCCCC2)S(=O)(=O)c2ccccc2)cc1 (configuration not stated) returned TLR9-MyD88 block 6.0, HTR2A ag -6.3, MC4R barr agon -1.2, NOD2 RIPK2 PPI -2.5, ABCB6 inh 2 94.0, ABHD5-PLIN5 inh -4.6, H9c2 protect 0.2, MC4R antag cAMP 2.2, N-glyco inh -1.5 and NCOA2 inhibitor -0.1.
COc1cc(-c2nn3c(-c4cccc(C)c4)nnc3s2)cc(OC)c1OC was read as TLR9-MyD88 block -5.6, HTR2A ag -1.7, MC4R barr agon 3.7, NOD2 RIPK2 PPI -17.8, ABCB6 inh 2 86.0, ABHD5-PLIN5 inh 7.8, H9c2 protect 10.9, MC4R antag cAMP 1.1, N-glyco inh -2.1 and NCOA2 inhibitor 0.8.
